CXCR6 block – CXCR6 receptor inhibitors, primary screen, cell-based, beta-arrestin, luminescence, CHO-K1 PathHunter, 1536-well; 360,000 tested, 0.36% active; inhibition, % at 20 µM; C-X-C chemokine receptor type 6 (Homo sapiens), O00574; in the data active means inhibition above about 34%, passing the limit was not always enough;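 further: antagonist mode with CXCL16 agonist at 10 nM final; 0% = 10 nM CXCL16 with DMSO and 100% = unstimulated wells without agonist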
CCR6 antagonist – CCR6 receptor antagonists, primary screen, cell-based, CHO-K1, luminescence, beta-arrestin, uHTS; AID 493098, 2011; CHO-K1 CCR6 PathHunter beta-arrestin, CCL20-stimulated; C-C chemokine receptor type 6 (Homo sapiens), P51684; inhibition, % at 20 µM; 340,000 tested, 0.49% active;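 active means compounds whose inhibition of the agonist-driven luminescence signal at 20 µM reaches about 50%, limit read from the data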;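 further: cells stimulated with CCL20 at 14 nM final; plate controls were DMSO with CCL20 for no effect and DMSO without agonist for full effect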
Target sequence (P51684 whole entry, looked up): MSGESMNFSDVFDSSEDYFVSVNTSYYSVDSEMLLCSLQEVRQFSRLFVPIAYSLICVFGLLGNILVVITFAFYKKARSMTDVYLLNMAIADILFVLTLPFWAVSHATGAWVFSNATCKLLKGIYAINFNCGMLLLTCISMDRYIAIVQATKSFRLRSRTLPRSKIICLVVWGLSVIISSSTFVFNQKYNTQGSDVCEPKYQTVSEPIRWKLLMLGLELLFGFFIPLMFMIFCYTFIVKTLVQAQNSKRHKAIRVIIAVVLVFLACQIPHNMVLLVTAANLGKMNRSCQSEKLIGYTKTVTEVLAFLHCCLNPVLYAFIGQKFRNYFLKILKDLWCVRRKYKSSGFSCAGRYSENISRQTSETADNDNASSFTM
Jurkat NFkB inh – inhibitors of induced NF-kB luciferase reporter, primary screen, TCR NF-kB activation inhibitor project, cell-based, luminescence, uHTS; Jurkat, PMA/ionomycin-induced NF-kB luciferase reporter; inhibition, % at 4 µM; 330,000 tested, 0.53% active; in the data active means inhibition above about 50%
EBI2 block – EBI2 receptor antagonists, beta-arrestin recruitment, primary screen, cell-based, luminescence, 7a,25-OHC stimulation, uHTS. 360,000 tested, 0.81% active. inhibition, % at 5 µM. 7a,25-OHC stimulated. G-protein coupled receptor 183 (Homo sapiens), P32249. AID 651636, 2012; in the data active means inhibition above about 38%;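 further: enzyme fragment complementation signal reports receptor beta-arrestin coupling in cells; 0% = agonist plus DMSO wells and 100% = wells without agonist; some results beyond the cut were filed as inactive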
697 NFkB inh – inhibitors of PMA/ionomycin-induced NF-kB reporter, 697 cells, primary screen, B-cell NF-kB inhibitor project, cell-based, luminescence, uHTS. 697 B-cell NF-kB luciferase reporter, 16 h. inhibition, % at 4 µM. 330,000 tested, 0.33% active; in the data active means inhibition above about 35%
APJ antagonist – antagonists of human apelin receptor APJ, primary screen, CHO-K1 cells, beta-arrestin complementation, luminescence; inhibition, % at 20 µM; 330,000 tested, 0.32% active; AID 2521, 2010;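 active means inhibition above about 40% at 20 µM, limit read from the data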;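 further: cells challenged with 10 nM apelin-13 agonist together with compound; plate controls were apelin-13 plus DMSO wells for no effect and DMSO wells lacking apelin-13 for full effect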
Target sequence (P35414 whole entry, looked up): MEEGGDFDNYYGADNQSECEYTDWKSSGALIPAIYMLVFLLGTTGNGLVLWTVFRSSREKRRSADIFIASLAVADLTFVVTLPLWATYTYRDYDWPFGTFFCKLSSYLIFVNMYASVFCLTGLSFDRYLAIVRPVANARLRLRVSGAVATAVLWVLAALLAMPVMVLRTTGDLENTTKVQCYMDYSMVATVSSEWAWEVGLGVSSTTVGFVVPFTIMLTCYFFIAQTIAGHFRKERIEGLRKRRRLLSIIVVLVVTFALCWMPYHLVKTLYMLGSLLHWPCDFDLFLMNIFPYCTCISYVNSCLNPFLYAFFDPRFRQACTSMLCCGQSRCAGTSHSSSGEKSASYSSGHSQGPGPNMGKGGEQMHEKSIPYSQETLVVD
Gli-Sufu antag – Gli-Sufu pathway antagonists, primary screen, luciferase luminescence, Sufu-KO-LIGHT cells, uHTS | Sufu-KO-LIGHT fibroblasts, Gli luciferase reporter luminescence | inhibition, % at 5 µM | 340,000 tested, 0.74% active | AID 588413, 2011;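 active means inhibition above about 55%, limit read from the data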;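 further: 0% = DMSO-treated cells and 100% = wells with medium but no cells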
UBC13 polyUb – UBC13 polyubiquitin chain formation inhibitors, primary screen, biochemical, TR-FRET, uHTS. Ubiquitin-conjugating enzyme E2 N (Homo sapiens), P61088. inhibition, % at 20 µM. 330,000 tested, 0.47% active; in the data active means inhibition above about 45%, passing the limit was not always enough; inconclusive means no clear call, values can overlap the other calls
Target sequence (P61088 whole entry, looked up): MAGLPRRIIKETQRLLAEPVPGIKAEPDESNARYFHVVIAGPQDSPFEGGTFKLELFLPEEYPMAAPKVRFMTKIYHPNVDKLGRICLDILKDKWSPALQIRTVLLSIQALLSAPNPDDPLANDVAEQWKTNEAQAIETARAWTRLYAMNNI
Starred values were filed as active, the others as inactive; ? = inconclusive; . = no result given.

SMILES	CXCR6 block	CCR6 antagonist	Jurkat NFkB inh	EBI2 block	697 NFkB inh	APJ antagonist	Gli-Sufu antag	UBC13 polyUb
COc1ccc(/C=C/c2cc(C(F)(F)F)[nH]c(=O)n2)cc1OC	-0.6	-3.0	12.7	3.9	11.7	-7.8	12.0	-1.7
CCC1CCCCN1C(=S)Nc1ccc(C(C)=O)cc1 (stereo unspecified)	-8.4	6.4	3.5	7.3	1.0	-7.2	3.5	0.9
CCOC(=O)C1CCN(S(=O)(=O)c2c(C(=O)N3CCCCC3)c(C)n(C)c2C)CC1	6.1	-4.9	3.7	-3.3	0.3	11.7	20.8	-1.4
Cc1cccc(N2CCN(c3ccc(NC(=O)/C=C(/C(=O)O)c4ccccc4)cc3)CC2)c1	2.1	10.8	-5.4	6.0	-7.6	3.4	1.7	-26.6
Cc1[nH]nc(SCC(=O)NC2CCCC2)c1[N+](=O)[O-]	0.7	-0.2	-3.2	-7.2	3.9	12.3	11.7	9.0
Cc1ccc(/C=N/N2C(=O)c3ccccc3NC2c2ccc(C)cc2)cc1 (stereo unspecified)	9.9	10.0	-43.0	4.1	-73.5	0.6	-80.4	-3.9
O=C(Nc1nonc1NC(=O)c1cccs1)c1cccs1	0.4	16.8	26.5	-10.3	-8.9	9.9	20.7	-4.1
COc1ccc(S(=O)(=O)N(CC(=O)N2CCCCCC2)c2ccccc2OC)cc1	9.0	5.6	9.3	6.3	1.1	-3.0	33.3	4.3
CC1(C)C2CCC1(CS(=O)(=O)NCc1ccc(C(F)(F)F)cc1)C(=O)C2 (stereo unspecified)	-7.1	21.2	-1.6	3.1	-11.2	8.3	7.9	6.6
CSc1nc(-c2ccccc2)[nH]c(=S)c1C(C)=O	2.6	11.4	3.7	2.8	11.4	7.7	-6.8	10.2
CCOc1ccc(NC(=O)CN2C(=O)NC(CCc3ccccc3)C2=O)cc1OCC (stereo unspecified)	0.4	-3.0	-9.0	-10.8	-1.0	-1.5	-18.1	1.4
NC(=S)NC1CCS(=O)(=O)C1 (stereo unspecified)	3.2	9.6	8.6	-12.4	6.4	-7.0	-4.5	-5.5
CC(=O)c1cccc(NC(=O)CSCc2ccccc2)c1	0.5	-7.7	-16.5	9.9	-0.9	-4.3	1.8	3.4
CCN(CC)CCNc1ccc2nnc(CCNS(=O)(=O)c3ccc(C)cc3)n2n1	-0.9	-4.5	0.0	-9.1	-11.1	10.1	-13.7	5.3
COc1ccccc1/C=N/Nc1cc(C)nc(N2CCOCC2)n1	6.6	-1.9	6.4	0.1	9.0	14.9	4.1	1.5
Cc1cc(C)nc(N2CCC(CNC(=O)CCc3ccccc3)CC2)n1	4.2	9.8	15.7	4.4	16.2	9.4	6.2	3.1
CCN(Cc1ccncc1)C(=O)c1ccco1	-2.5	2.1	-2.2	-2.4	-18.5	-14.2	-3.5	-0.5
Cc1ccc(CN2CC(C(=O)NCCC3=CCCCC3)CC2=O)cc1 (stereo unspecified)	5.1	9.0	-2.0	1.7	11.3	6.9	-0.9	-11.0
COc1ccc(N(CC(=O)N2CCN(c3ccccc3)CC2)S(=O)(=O)c2ccc(C)cc2)cc1	0.9	11.3	5.4	16.5	-0.6	12.2	-0.2	5.6
NC(=O)C1CCN(C(=O)c2cnn(-c3ccccc3)c2NC(=O)c2ccco2)CC1	-5.0	-18.4	6.3	-2.5	11.4	12.4	7.2	2.7
O=C(Nc1ccc2nc(-c3ccc(Br)o3)[nH]c2c1)c1ccco1	3.7	-2.1	-33.8	-3.4	-23.0	0.1	-15.2	-17.0
CCOC(=O)c1sc(N)c(C#N)c1COC(=O)CNC(=O)c1ccccc1	-2.6	17.6	2.9	-1.0	15.7	-9.0	10.1	0.3
O=C1CN(C(=O)COC(=O)c2cccc(Br)c2)c2ccccc2N1	0.3	9.4	-1.6	-5.4	11.2	12.1	-29.4	-5.2
COc1ccc(NC(=O)c2cc3ccccc3[nH]2)cc1	-10.2	26.3	-98.0	5.0	-151.5	-5.8	-76.1	-9.0
CCN(CC)CCN(C(=O)c1ccc(CN2CCCCC2)o1)C(C(=O)NC1CCCCC1)c1ccc(F)cc1 (stereo unspecified)	5.7	-9.3	-8.5	-2.8	-16.4	25.4	21.9	2.0
SMILES	CXCR6 block	CCR6 antagonist	Jurkat NFkB inh	EBI2 block	697 NFkB inh	APJ antagonist	Gli-Sufu antag	UBC13 polyUb
Cc1ccc(S(=O)(=O)N(C)CC(=O)NCCCc2ccccc2)cc1	1.1	1.5	-0.3	-0.2	-5.3	-7.0	.	-3.3
COc1ccc(/C=N/n2c(COc3ccccc3)n[nH]c2=S)cc1OC	8.8	4.4	-1.1	-7.0	3.4	12.9	-0.8	-9.6
O=C(Nc1ccccc1Cl)N1CCN(Cc2ccc3c(c2)OCO3)CC1	-0.6	-8.6	-21.2	6.8	11.6	-15.9	4.2	1.8
COc1ccc(CCNC(=O)Cc2ccc([N+](=O)[O-])cc2)cc1OC	1.7	-2.5	-5.1	-3.1	10.7	-11.5	-3.6	4.3
O=C(Nc1ccc(OC(F)F)cc1)c1cc(S(=O)(=O)N2CCCCC2)ccc1N1CCOCC1	1.4	9.9	-1.7	-2.9	10.6	8.7	2.1	5.0
O=C(Nc1ccc2ncccc2c1)c1cc(Cl)ccc1Cl	-2.6	-3.5	-21.3	-5.4	-39.3	-39.5	-44.6	3.8
COc1cccc2c1cc1c(=O)n(CC(=O)N3CCN(c4cccc(C)c4C)CC3)nc(C)n12	-6.1	11.3	.	-7.3	.	.	15.6	.
N#Cc1c[nH]n2c(=O)c3c(nc12)CCCC3	.	.	-6.6	.	11.7	3.2	.	3.3
CC(=O)Nc1cccc(NC(=S)Nc2cccc(Cl)c2C)c1	0.8	23.6	2.5	-4.3	9.8	7.4	5.4	-2.5
O=S(=O)(c1cc(C(F)(F)F)ccc1Cl)N1CCCCCC1	0.1	11.4	-3.8	3.0	19.1	16.7	-3.0	8.7
CC(C)c1ccc(C2CC(=O)c3cnc(N4CCc5ccccc5C4)nc3C2)cc1 (stereo unspecified)	6.3	0.9	-4.4	-6.7	-13.2	15.0	-7.0	4.5
COc1ccc(Cl)cc1NC(=O)CC1CCCC1	-1.9	19.4	-4.5	1.4	6.3	3.0	4.5	-6.6
COc1ccccc1N1CCN(C2CC(=O)N(c3ccccc3)C2=O)CC1 (stereo unspecified)	10.6	1.6	4.3	-3.9	1.5	12.0	-2.9	10.1
COc1ccc(OCC(=O)OCCN(C)C)cc1	-9.5	-4.3	1.1	-12.2	-10.4	12.7	-3.2	2.3
CC(=O)c1ccc(S(=O)(=O)NCc2cccnc2)cc1	14.6	-1.6	2.0	-12.2	0.6	-0.5	-2.0	3.5
Cc1ccc(S(=O)(=O)N2C[C@@H]3[C@H]4CC[C@H](C4)[C@@H]3[C@@H](C)[C@@H]2c2cccn2Cc2ccccc2)cc1	2.9	20.7	.	14.4	13.7	.	39.9	.
CCN(CC)C(=O)c1cccc(-c2ccc(OC)cc2)c1	7.0	3.4	-21.3	12.7	-10.7	2.1	-11.0	6.0
Cc1cc(=O)oc(C)c1C(=O)n1nc(C)c2c1C[C@@H]1[C@H]2C1(C)C	-3.9	-8.7	-1.1	5.5	7.7	9.5	4.8	0.8
O=C(NC1CC1)C1=C[C@H](c2c[nH]c3ccccc23)C[C@H](OCCCCO)O1	3.9	-12.0	4.7	-22.0	21.7	-20.5	4.1	-15.2
COc1ccc(CCNC2CC(=O)N(CCc3ccccc3)C2=O)cc1 (stereo unspecified)	-5.6	8.2	6.7	33.4	20.7	4.1	0.8	5.9
Cc1ccc(S(=O)(=O)N[C@@H](CC(C)C)C(=O)N2CCC(C(=O)N[C@H](C(=O)O)C(C)C)CC2)cc1	-5.1	10.4	-2.6	-0.6	1.2	-19.0	1.0	-2.9
O=c1cc(CSc2nnnn2-c2ccc(O)cc2)nc2sccn12	-2.1	9.5	-2.0	-3.1	27.7	6.6	0.8	-3.4
O=C(O)c1ncn(Cc2ccc(Br)cc2)c1C(=O)O	-9.2	18.8	14.1	-10.1	9.9	-14.2	-8.4	2.0
Cc1ccc(-c2nn3c(C)nnc3s2)cc1NC(=O)c1ccc(-c2cccc(Cl)c2)o1	6.5	1.3	-3.1	-4.7	8.9	0.5	23.0	-2.6
N#CC1(NC(=O)COC(=O)Cn2[nH]c(=O)c3ccccc3c2=O)CCCCC1	-20.7	4.6	13.7	-5.3	17.3	23.0	-3.5	-0.9
SMILES	CXCR6 block	CCR6 antagonist	Jurkat NFkB inh	EBI2 block	697 NFkB inh	APJ antagonist	Gli-Sufu antag	UBC13 polyUb
CCN(CC)S(=O)(=O)c1ccc(Cl)c(C(=O)NC2CCN(Cc3ccccc3)CC2)c1	-1.4	14.2	23.2	-8.7	-3.9	6.4	29.9	7.0
COc1ccc(CCC(=O)NNC(=O)c2ccccn2)cc1OC	-21.0	-11.0	0.1	-2.2	17.4	-1.7	-12.4	36.3
O=C(Nc1ccccn1)c1onc2c1CCCC2	-2.0	-2.5	-51.3	0.0	-118.1	9.5	-1.1	-5.0
Fc1ccc(CNc2ncccn2)cc1	5.7	1.5	6.0	-3.1	10.1	16.6	18.8	7.6
COc1ccc(N2CC(C(=O)OCC(=O)c3ccccc3)CC2=O)cc1 (stereo unspecified)	-2.7	-4.0	5.1	-5.8	17.5	-2.9	-2.0	-2.9
COc1ccc(N2C(=NC(C)=O)SC3CS(=O)(=O)CC32)cc1OC (stereo unspecified)	1.3	-5.6	5.0	-5.9	5.4	6.8	-2.7	?
O=C(O)CNC(=O)c1nc(-c2ccccc2)n(-c2ccccc2)n1	3.0	-11.5	1.5	-16.8	-32.5	9.3	-1.6	-7.8
CCOc1ccc(N2C(=O)CC(N)C2=O)cc1 (stereo unspecified)	-1.7	-11.5	17.1	-6.7	20.0	-0.6	-0.3	0.7
Cc1ccc(-c2csc(N3CCN(CCCn4c(-c5ccncc5)nc5ccccc54)CC3)n2)cc1	-2.9	8.4	24.5	29.4	14.5	-0.2	18.8	20.2
Cc1ccc(Nc2nc(OC(C(F)(F)F)C(F)(F)F)nc(N3CCOCC3)n2)cc1	-1.1	-10.9	-22.1	-5.9	-8.7	-23.0	7.2	-5.1
CS(=O)(=O)N(CC(=O)Nc1ccccc1C(=O)NCc1ccco1)c1ccccc1F	-2.2	13.2	-2.1	3.8	6.5	4.4	3.1	10.4
CCOC(=O)[C@@H]1[C@H]2COc3cc(OC)ccc3[C@H]2N2C(=O)N(c3cccc(Cl)c3)C(=O)[C@@]12C	-1.9	15.9	9.9	19.3	-5.2	-56.3	5.6	-13.5
CC1CCCN(S(=O)(=O)c2ccc3[nH]c4c(c3c2)CCCC4)C1 (stereo unspecified)	-8.0	13.9	10.2	28.3	-3.9	16.8	-10.7	-5.5
O=C(Cc1ccc(Cl)cc1)NCC(=O)N1CCCCCC1	-1.0	6.0	-23.8	-10.5	-28.6	-16.9	-4.3	-5.4
CCOC(=O)C1=C(C)N=C2SCCC(=O)N2C1c1ccc(C(=O)OC)cc1 (stereo unspecified)	4.8	3.3	-11.9	8.8	-17.5	-6.8	-1.0	-5.8
O=S(=O)(c1ccc(F)c(Cl)c1)N1CCCC1	-1.6	13.2	10.3	-1.7	-1.6	6.0	0.6	-19.3

Four entries out of the list, arranged by molecular weight, ascending.
SMILES	CXCR6 block	CCR6 antagonist	Jurkat NFkB inh	EBI2 block	697 NFkB inh	APJ antagonist	Gli-Sufu antag	UBC13 polyUb
O=S(=O)(c1ccc(F)c(Cl)c1)N1CCCC1	-1.6	13.2	10.3	-1.7	-1.6	6.0	0.6	-19.3
CC1CCCN(S(=O)(=O)c2ccc3[nH]c4c(c3c2)CCCC4)C1 (stereo unspecified)	-8.0	13.9	10.2	28.3	-3.9	16.8	-10.7	-5.5
COc1ccc(N2CC(C(=O)OCC(=O)c3ccccc3)CC2=O)cc1 (stereo unspecified)	-2.7	-4.0	5.1	-5.8	17.5	-2.9	-2.0	-2.9
COc1ccc(N2C(=NC(C)=O)SC3CS(=O)(=O)CC32)cc1OC (stereo unspecified)	1.3	-5.6	5.0	-5.9	5.4	6.8	-2.7	?
